D2 antag = D2 dopamine receptor (human) antagonism; P14416; HEK293 TREx D2 cells, calcium flux, dopamine EC80; inhibition, % at 10 µM; 2% of 340,000 active; AID 485344; in the data active = inhibition above about 30%; note: 0% is about no effect
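In this primary screen, negative modulation is detected by tracking calcium flux after an EC80 dopamine challenge in inducible HEK293 T-REx D2 cells preexposed to test compound for 180 s.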
TRHR enhancer = allosteric enhancers of human TRH receptor | enhancement, % at 2 µM | TRHR cells, fluo-8 calcium fluorescence, EC20 TRH enhancement | 0.66% of 360,000 active; in the data active = enhancement above about 30%; note: 0% is about no effect
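Enhancer read-out: after compound pinning and an initial kinetic agonist-mode read, an EC20 of TRH (10 nM final) was injected and fluo-8 calcium signal (Ex 480/Em 530) followed at 1 s/cycle for 100 cycles in TRHR-expressing cells.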
D2 agonist = D2 dopamine receptor (human) agonism. activation, % at 2 µM. P14416. AID 485358. 0.53% of 340,000 active. HEK293 T-REx D2 cells, calcium flux agonist mode;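 active = activation over 3 SD above normal in the single-dose calcium agonist read, cut at about 30% in these data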; note: 0% is about no effect
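Calcium-flux readout, 1 cycle/sec over 180 s following compound pin transfer, in inducible HEK293 Trex D2 cells (force-coupled); dopamine controls included. Positive calcium responses during this window marked compounds as potential agonists.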
D1 antagonist = blocks dopamine activation of the human D1 receptor | P21728 | HEK293 TREx D1 cells, calcium flux, dopamine EC80; hits give low values | activity change, negative = inhibition, % at 10 µM | 3.2% of 360,000 active | AID 504652; in the data active = activity change below about -30%; note: % is set by controls: 0 for no effect and ±100 for the full control effect
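Allosteric or orthosteric antagonism assessed as attenuation of the calcium response to EC80 dopamine, added 180 s after compound, in induced HEK293 Trex D1 cells loaded with no-wash calcium dye.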
D1 potentiator = human D1 dopamine receptor positive modulation | P21728 | HEK293 TREx D1 cells, calcium flux, dopamine EC20 potentiation | potentiation, % at 10 µM | 0.036% of 360,000 active | AID 504651; in the data active = potentiation above about 30%; note: 0% is about no effect
RXFP1 antag = blocks the human relaxin receptor RXFP1; HEK293-RXFP1, relaxin-stimulated cAMP HTRF, 30 min; hits give low values; activity change, negative = inhibition, % at 57.5 µM; 0.59% of 350,000 active; AID 1259400;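 active = activity change of -60% or lower, but not beyond a set lower limit; inconclusive = change between -60% and -40%, or beyond the set limit; inactive = change above -40%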; note: % is set by controls: 0 for no effect and ±100 for the full control effect
Target sequence (Q9HBX9 whole entry, looked up): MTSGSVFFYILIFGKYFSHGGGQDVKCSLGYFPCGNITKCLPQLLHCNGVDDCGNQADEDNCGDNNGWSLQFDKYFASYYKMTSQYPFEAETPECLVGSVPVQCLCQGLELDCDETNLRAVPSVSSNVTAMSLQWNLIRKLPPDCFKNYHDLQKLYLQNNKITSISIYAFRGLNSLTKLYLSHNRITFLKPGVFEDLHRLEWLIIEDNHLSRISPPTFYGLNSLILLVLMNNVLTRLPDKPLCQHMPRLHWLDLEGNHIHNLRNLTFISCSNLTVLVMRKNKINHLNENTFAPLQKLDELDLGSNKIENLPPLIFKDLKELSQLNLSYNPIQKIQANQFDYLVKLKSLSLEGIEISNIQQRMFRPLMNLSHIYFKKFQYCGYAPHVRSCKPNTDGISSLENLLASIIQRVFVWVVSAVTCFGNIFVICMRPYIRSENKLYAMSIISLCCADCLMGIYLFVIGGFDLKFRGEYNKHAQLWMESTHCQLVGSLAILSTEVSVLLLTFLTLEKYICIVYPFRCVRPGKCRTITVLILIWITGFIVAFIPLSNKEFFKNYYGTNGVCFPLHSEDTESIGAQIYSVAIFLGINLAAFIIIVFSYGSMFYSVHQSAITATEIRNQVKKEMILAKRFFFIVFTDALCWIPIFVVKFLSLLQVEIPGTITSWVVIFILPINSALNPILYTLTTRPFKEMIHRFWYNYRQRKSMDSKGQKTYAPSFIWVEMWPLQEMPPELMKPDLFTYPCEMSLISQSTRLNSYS
D2 potentiator = positively modulates the human D2 dopamine receptor allosterically | P14416 | HEK293 T-REx D2, calcium flux, EC20 dopamine potentiation | potentiation, % at 10 µM | 0.34% of 340,000 active | AID 485347;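 active = potentiation over 3 SD above the plate norm, cut at about 30% in these data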; note: 0% is about no effect
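Calcium flux readout, no-wash dye, 1 read/s. Inducible HEK293 Trex D2 line, overnight 30 C. Compound alone 180 s (agonist flags), then EC20 dopamine, another 180 s to score potentiation.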
D1 agonist = agonists of human D1 dopamine receptor | AID 504660 | P21728 | 1% of 360,000 active | activation, % at 2 µM | HEK293 T-REx D1 cells, calcium flux, agonist mode; in the data active = activation above about 30%; note: 0% is about no effect
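Agonism was scored from calcium flux recorded over 180 s (1 read/s) after pintool compound addition, following a 10-cycle baseline. Cells were inducible force-coupled HEK293 TREx D1, plated overnight at 30 C and loaded with no-wash calcium dye.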
RXFP1 agonist = agonists of human relaxin receptor RXFP1; Potency, µM (highest dose often 57.5 µM), inactives show top-dose activation, most hits filed as activators; AID 2676; 0.3% of 370,000 active; HEK293T-RXFP1 cAMP TR-FRET, 30 min; response scale: percent of porcine relaxin response, buffer zero; active = well fitted activation curve with a large enough effect; inconclusive = small, poorly fitted or top-dose-only effect; note: potency is the fitted concentration of half-maximal effect; % is set by controls: 0 for no effect and ±100 for the full control effect; nearly all actives have a fitted effect of over 60% in size; many of its hits are not listed in these tables
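Agonist response is measured as cAMP accumulation in an RXFP1-transfected HEK293T line under PDE4 inhibition. Values are scaled between buffer-only and 29 nM porcine relaxin, and EC50s come from standard Hill equation fits.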
The depositor's hits bear a star; ? = inconclusive; / = no result given. Only part of the results is shown; count on the stated rates, not on these rows.

| compound | D2 antag | TRHR enhancer | D2 agonist | D1 antagonist | D1 potentiator | RXFP1 antag | D2 potentiator | D1 agonist | RXFP1 agonist |
| --- | --- | --- | --- | --- | --- | --- | --- | --- | --- |
| CCc1cc2cccc(C)c2nc1SCC(=O)N1CCN(C(=O)c2ccco2)CC1 | 3 | -7 | 0.4 | 5 | -1 | -6 | -7 | 4 | 14% |
| CCC(C)c1c(O)nc(SCC(=O)c2ccccc2)[nH]c1=O (configuration not stated) | -9 | -6 | -0.5 | -7 | -2 | -3 | 10 | 3 | 2.2% |
| Cc1nn(-c2ccccc2)c2c1C(c1cccs1)C(C#N)=C(N)O2 (configuration not stated) | / | 2 | / | 0 | -6 | -15 | / | 0 | -0.4% |
| NC(=O)c1nc(-c2ccc(F)c(F)c2)nc2c1[nH]c(=O)n2-c1cccc(Cl)c1 | / | 1 | -0.3 | 2 | -3 | 1 | 6 | 5 | 0.5% |
| O=C(CSc1nc(-c2ccc(F)cc2)cs1)N1CCN(C(=O)c2ccco2)CC1 | -10 | -5 | 0.1 | -10 | -9 | -5 | 10 | 13 | -0.9% |
| Cc1ccccc1-n1ncc2c1CC(C)(C)CC2NC(=O)CCCN1CCCC1=O (configuration not stated) | -12 | -2 | 0.4 | -10 | 5 | -26 | -8 | 1 | -0.6% |
| CCOCC(=O)Nc1c(C(=O)Nc2ccc3c(c2)OCO3)oc2ccccc12 | 4 | -2 | -1.0 | 2 | -6 | 16 | -6 | 2 | 1.5% |
| CCCC(=NCC(=O)O)C1=C(O)C(C(=O)OC)C(C)(C)CC1=O (configuration not stated) | -3 | 15 | 0.4 | 11 | 7 | 9 | 10 | 3 | 2.3% |
| Cc1ccc(C(=O)Nc2nc3nc(C)cc(=O)n3[nH]2)cc1 | / | 0 | / | 0 | 0 | -7 | 10 | 0 | -1.9% |
| CC(C)N1CCN(Cc2ccsc2)CC1CCO (configuration not stated) | 44* | -6 | 44* | -16 | -5 | -6 | -22 | 2 | -0.3% |
| CCOc1ccccc1NC(=O)NC(C)c1ccncc1 (configuration not stated) | -1 | 8 | 0.7 | 8 | -3 | -10 | -5 | 1 | -1.2% |
| COc1cccc(CNS(=O)(=O)c2ccc3c(c2)CC(C)N3C(=O)C2CC2)c1 (configuration not stated) | / | -9 | / | -22 | -2 | 44 | / | 11 | 1.5% |
| COc1ccc(SCCc2nnc(-c3ccccc3)o2)cc1 | -14 | -8 | -1.4 | -8 | -9 | 12 | -8 | 2 | 4.4% |
| COc1cccc(C(=O)NCC(c2ccc3c(c2)OCO3)N2CCN(C)CC2)c1 (configuration not stated) | / | 2 | -1.3 | 26 | -4 | -3 | -12 | 4 | 0.1% |
| CC(C)(C)c1ccc2c(c1)OC(C(=O)N/N=C\c1ccccn1)CO2 (configuration not stated) | 13 | 17 | 0.6 | -11 | -8 | -61* | 21 | 9 | -2.0% |
| CC(C)c1ccccc1NC(=O)CNCCc1ccc(C(F)(F)F)cc1 | -16 | -2 | 0.3 | -1 | -2 | -15 | -29 | 36* | 0.0% |
| CCCCCn1c(Br)nc2c1c(=O)n(CC(N)=O)c(=O)n2C | 2 | -2 | -1.0 | 8 | 2 | -9 | -1 | 1 | -0.3% |
| COc1cc(NC(=S)N2CCN(CCO)CC2)c(OC)cc1Cl | / | 0 | / | -4 | 2 | -5 | / | -1 | 0.2% |
| C=C(C)C1(O)OC(=O)C=C1OC (configuration not stated) | -16 | 6 | -0.3 | 9 | -3 | / | 10 | 5 | 1.4% |
| CCc1cc(=O)oc2cc(C)cc(OC(C)C(=O)NC3CCN(Cc4ccccc4)CC3)c12 (configuration not stated) | 6 | -2 | -0.4 | -14 | -1 | -10 | -19 | 2 | 3.1% |
| Cc1cc(C)cc(Nc2nc3ccccc3nc2-n2nc(C)cc2C)c1 | / | 0 | 0.5 | 13 | 0 | -6 | -5 | 1 | 1.0% |
| CCOC(=O)c1c(-c2ccc(OC)cc2)oc2ccc(OCc3ccccc3C)cc12 | / | 0 | 3.3 | -9 | -1 | / | 13 | 10 | 15% |
| COc1ccc(C2=CC(=O)C[C@H](c3ccc(F)cc3)C2)c(F)c1F | / | 2 | / | / | 0 | / | 6 | 2 | -1.1% |
| CCOc1ccc(Br)cc1CNCc1cccnc1 | 4 | 5 | 0.2 | -21 | -10 | 9 | -11 | 3 | 2.9% |
| COc1ccc(NC(=S)NC(=O)Cc2ccccc2)c(OC)c1 | -11 | 2 | -1.5 | 11 | 3 | -14 | -2 | 16 | -0.7% |
| Cc1cc(Br)ccc1S(=O)(=O)n1ccnc1C | -3 | 0 | 0.3 | 3 | -2 | 3 | 5 | 1 | 0.1% |
| CC(C)c1ccc(NS(=O)(=O)c2cn(C)c(=O)n(C)c2=O)cc1 | 6 | 3 | 0.6 | -3 | -2 | 0 | -5 | 4 | 0.8% |
| Cc1cc(C)c(NC(=O)Cn2c(SCC(=O)NCc3ccccc3)nc3ccccc32)c(C)c1 | / | -3 | -0.4 | 3 | 0 | / | -4 | 3 | 2.8% |
| COc1ccc(C2CC(c3ccc(OC)cc3O)=NN2C(=O)c2ccccc2)cc1 (configuration not stated) | -3 | 2 | 1.5 | -19 | -16 | 9 | 2 | 9 | 0.3% |
| CCN1CCN(c2cc(C)c3cc(NC(=O)/C=C/c4ccc(OCCC(C)C)cc4)ccc3n2)CC1 | / | 3 | 0.9 | -9 | 0 | -4 | 8 | 0 | 6.0% |
| O=c1nc(/C=C/c2cccn2-c2ccc([N+](=O)[O-])cc2)cc(C(F)(F)F)[nH]1 | 8 | 1 | -0.3 | 18 | -5 | -14 | -4 | 3 | -0.9% |
| CCOC(=O)N1CCN(C(=O)c2oc3ccc(S(=O)(=O)N4CCCCC4)cc3c2C)CC1 | -2 | 6 | 0.4 | 10 | -1 | 6 | 3 | 5 | -1.8% |
| COc1ccc(CNC(=O)c2sc3nc4c(c(C(F)(F)F)c3c2N)CCC4)cc1OC | -6 | -1 | 2.9 | 12 | 0 | -22 | -1 | 10 | 1.4% |
| CCCOc1ccc(C2C(C(=O)OC)=CN(CCOC)C=C2C(=O)OC)cc1 | 8 | -4 | -0.4 | -6 | -4 | 0 | -9 | -3 | 4.5% |
| Cc1cccc(Nc2nc(N)c([N+](=O)[O-])c(NCCO)n2)c1 | -16 | 0 | 0.8 | 10 | 5 | / | -1 | 2 | 4.6% |
| CC(NC(=O)CC(c1ccccc1)c1cc(Cl)ccc1O)c1ccccc1 (configuration not stated) | -15 | -2 | -0.1 | -11 | -7 | ? | 0 | 27 | 8.7% |
| O=C(Nc1ccc(F)cc1F)C1CCN(C(=O)c2ccc(Br)cc2)CC1 | 13 | -4 | -0.6 | -14 | 2 | 8 | -5 | -1 | -1.1% |
| C=CCOc1ccc(C(=O)n2cc(C(=O)OC)c3ccccc32)cc1 | -2 | 24 | 0.9 | -3 | 6 | -12 | -2 | 18 | -3.3% |
| CCC(C)NCCOc1ccc(C(C)(C)c2ccccc2)cc1 (configuration not stated) | -12 | 11 | 1.2 | -3 | 3 | -34 | -21 | 72* | 0.1% |
| S=C(NC1CCCCC1)NN(c1ccccc1)c1ccccc1 | -7 | 14 | -1.0 | 4 | -14 | 5 | -5 | 0 | 1.3% |
| O=C1[C@@H]2Cc3c([nH]c4ccccc34)[C@@H](c3ccccc3)N2C(=O)[C@@H]2Cc3c([nH]c4ccccc34)[C@@H](c3ccccc3)N12 | 0 | 6 | -0.5 | 18 | 0 | / | 1 | 0 | -0.2% |
| Cc1ccc(-c2csc(NC(=O)CN3CCOCC3)n2)cc1C | -7 | -7 | -1.2 | 14 | 2 | 1 | -10 | -2 | 0.1% |
| CC(=O)Nc1ccc2nc(NC(=O)COc3ccccc3Cl)sc2c1 | -9 | 4 | -0.6 | 1 | -7 | 0 | 3 | 1 | 15% |
| CCNS(=O)(=O)c1ccc(CCC(=O)NCCc2ccc(OC)cc2)cc1 | -17 | -3 | -0.9 | 6 | 1 | 20 | -3 | 2 | 1.0% |
| CCOc1ccc(C(=O)NC(=S)Nc2cccc(NC(=O)c3ccco3)c2)cc1[N+](=O)[O-] | -8 | -3 | -0.3 | -18 | -6 | 0 | 11 | 1 | 0.0% |
| N#CCSc1nnc(CNc2cccc(Cl)c2)o1 | -4 | -10 | -2.7 | 3 | -8 | -3 | -3 | 3 | 0.2% |
| O=c1n(Cc2ccccc2)c2cc(Cl)cnc2n1Cc1ccccc1 | -8 | -6 | -0.7 | -6 | -3 | 1 | 5 | 7 | -0.5% |
| CCCC(=O)Nc1nnc(/C=C/c2ccccc2)s1 | -3 | 13 | 0.5 | -1 | -2 | -1 | -2 | 7 | 2.8% |
| CC(=O)CSc1ccc(C(=O)O)cn1 | -8 | -3 | 0.6 | 5 | -4 | -14 | -5 | 4 | 0.4% |
| CCCCn1c(N)c(N(CC(C)C)C(=O)c2oc3ccc(OCC)cc3c2C)c(=O)[nH]c1=O | 16 | 5 | 0.5 | 1 | -3 | -20 | 4 | 2 | 1.4% |
| COc1ccc(-c2nc3ccccc3s2)cc1NC(=O)c1ccccc1OC | / | 34* | 1.0 | -5 | -3 | 4 | -3 | 3 | 9.8% |
| Cc1ccccc1N1CCN(C2=NC(=O)/C(=C\c3cccs3)S2)CC1 | 6 | -5 | -0.7 | 12 | -6 | -13 | 5 | 1 | 4.3% |
| COCCCNC(=O)CN(CCc1ccccc1)S(=O)(=O)c1ccc(C)cc1 | -7 | -5 | -0.6 | -7 | 0 | 4 | -26 | 6 | -1.5% |

In the list so far, these contain a furan ring, fused or not.
| compound | D2 antag | TRHR enhancer | D2 agonist | D1 antagonist | D1 potentiator | RXFP1 antag | D2 potentiator | D1 agonist | RXFP1 agonist |
| --- | --- | --- | --- | --- | --- | --- | --- | --- | --- |
| CCc1cc2cccc(C)c2nc1SCC(=O)N1CCN(C(=O)c2ccco2)CC1 | 3 | -7 | 0.4 | 5 | -1 | -6 | -7 | 4 | 14% |
| O=C(CSc1nc(-c2ccc(F)cc2)cs1)N1CCN(C(=O)c2ccco2)CC1 | -10 | -5 | 0.1 | -10 | -9 | -5 | 10 | 13 | -0.9% |
| CCOCC(=O)Nc1c(C(=O)Nc2ccc3c(c2)OCO3)oc2ccccc12 | 4 | -2 | -1.0 | 2 | -6 | 16 | -6 | 2 | 1.5% |
| CCOC(=O)c1c(-c2ccc(OC)cc2)oc2ccc(OCc3ccccc3C)cc12 | / | 0 | 3.3 | -9 | -1 | / | 13 | 10 | 15% |
| CCOC(=O)N1CCN(C(=O)c2oc3ccc(S(=O)(=O)N4CCCCC4)cc3c2C)CC1 | -2 | 6 | 0.4 | 10 | -1 | 6 | 3 | 5 | -1.8% |
| CCOc1ccc(C(=O)NC(=S)Nc2cccc(NC(=O)c3ccco3)c2)cc1[N+](=O)[O-] | -8 | -3 | -0.3 | -18 | -6 | 0 | 11 | 1 | 0.0% |
| CCCCn1c(N)c(N(CC(C)C)C(=O)c2oc3ccc(OCC)cc3c2C)c(=O)[nH]c1=O | 16 | 5 | 0.5 | 1 | -3 | -20 | 4 | 2 | 1.4% |
